Lmaj promast: inhibitors of Leishmania major promastigote growth; Leishmania major promastigotes, resazurin fluorescence viability; inhibition, % at 10 µM; hit rate 9% among 200,000; AID 1063; in the data active = inhibition above about 50%;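 note: promastigotes grown with compound for 44 hours at 28 °C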
PPARg SRC1 recr: PPARgamma-driven SRC-1 recruitment agonism; activation, % at 8 µM; AID 631; P37231; PPARgamma-SRC-1 coactivator recruitment biochemical assay; hit rate 0.41% among 200,000; in the data active = activation above about 19%;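 note: 0% = DMSO and 100% = reference agonist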
bIAP activator: intestinal alkaline phosphatase (bovine) activation; purified bovine IAP, CDP-star luminescence, 30 min; hits give high values; fold of DMSO-control signal, blank-subtracted; activation factor at 20 µM; hit rate 0.17% among 200,000;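 active = activation factor of 2 or more at 20 µM, a signal rise over negative controls twice the positive control's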
PPARg SRC-3 ag: PPARgamma-driven SRC-3 recruitment agonism | activation, % at 8 µM | biochemical PPARgamma/SRC-3 coactivator recruitment assay | hit rate 0.26% among 200,000 | P37231 | AID 731; in the data active = activation above about 23%;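 note: 0% = DMSO and 100% = reference agonist; some compounds past the cut are filed as inactive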
PPARg SRC-2 ag: promotes SRC-2 coactivator recruitment by human PPARgamma | activation, % at 8 µM | hit rate 0.34% among 200,000 | P37231 | PPARgamma LBD-SRC-2 recruitment, biochemical; in the data active = activation above about 22%;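 note: 0% = vehicle and 100% = reference agonist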
bIAP inh: blocks bovine intestinal alkaline phosphatase activity. inhibition, % at 20 µM. purified bovine IAP, CDP-star luminescence, 30 min. 190,000 tested, under 10 active;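 active = over 50% inhibition of intestinal alkaline phosphatase at 20 µM in the single-dose screen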
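test system = bovine IAP enzyme | medium = DEA buffer 100 mM, pH 9.8, with MgCl2 1.0 mM, ZnCl2 0.02 mM | detection = luminescence | dosing = single compound dose of 20 µM, 2% DMSO final | incubation = 30 min reaction at room temperature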
ROMK mod: human ROMK K+ channel modulation, primary screen | Tet-inducible ROMK, thallium flux fluorescence; actives lie on both sides | hit rate 2% among 130,000 | B-score at 10 µM | AID 1918 | P48048;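 active = signal ratio slope over the read window, or its plate-corrected B-score, at least 3 SD from the plate mean, either direction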;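 note: B-score of the F/F0 ratio slope over 7 to 12 s after thallium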
S1P3 antagonist: blocks the human S1P3 receptor; inhibition, % at 4.98 µM; AID 485; CHO S1P3 NFAT-BLA reporter, FRET fluorescence, antagonist mode; hit rate 0.27% among 170,000;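 active = inhibition above the plate cutoff, the mean inhibition of test wells on that plate plus 3 SD, cut at about 28% in these data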;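 note: cells challenged with S1P at its EC80 of 0.8 µM; blue over green emission ratio from cleaved BLA substrate after 4 h stimulation; 0% = S1P-stimulated wells and 100% = unstimulated DMSO-only wells; some compounds past the cut are filed as inactive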
TLR4 MyD88 comp: TLR4-MyD88 interaction inhibition in cells | HeLa CL3-4 TLR4/MyD88 BLA complementation, FRET ratio | AID 861 | O00206+Q99836 | hit rate 0.18% among 200,000 | inhibition, % at 8.4 µM; in the data active = inhibition above about 25%;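 note: 0% = vehicle and 100% = reference inhibitor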
Target sequence (O00206 whole entry, looked up): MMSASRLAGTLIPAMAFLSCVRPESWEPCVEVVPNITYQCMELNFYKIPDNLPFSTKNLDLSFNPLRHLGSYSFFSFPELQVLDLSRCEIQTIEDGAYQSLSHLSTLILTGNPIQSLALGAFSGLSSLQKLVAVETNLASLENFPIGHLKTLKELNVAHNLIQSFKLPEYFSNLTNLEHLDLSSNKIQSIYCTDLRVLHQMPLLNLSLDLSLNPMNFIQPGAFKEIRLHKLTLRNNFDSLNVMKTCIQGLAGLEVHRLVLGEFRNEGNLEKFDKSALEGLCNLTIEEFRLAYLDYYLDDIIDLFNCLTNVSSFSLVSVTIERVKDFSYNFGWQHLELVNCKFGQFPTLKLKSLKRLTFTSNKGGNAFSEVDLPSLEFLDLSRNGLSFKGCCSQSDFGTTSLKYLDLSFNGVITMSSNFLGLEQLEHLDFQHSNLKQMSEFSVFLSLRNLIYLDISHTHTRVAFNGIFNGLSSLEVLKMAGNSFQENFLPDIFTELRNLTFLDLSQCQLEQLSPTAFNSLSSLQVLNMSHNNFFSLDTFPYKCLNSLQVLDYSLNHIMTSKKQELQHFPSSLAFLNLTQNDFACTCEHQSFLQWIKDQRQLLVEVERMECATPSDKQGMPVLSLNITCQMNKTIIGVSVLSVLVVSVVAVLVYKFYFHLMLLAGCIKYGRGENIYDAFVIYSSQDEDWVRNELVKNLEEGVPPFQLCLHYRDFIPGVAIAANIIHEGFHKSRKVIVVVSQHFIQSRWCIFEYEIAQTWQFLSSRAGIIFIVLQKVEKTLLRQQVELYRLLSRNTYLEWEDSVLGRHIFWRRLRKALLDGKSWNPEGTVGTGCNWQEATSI
Target sequence (Q99836 whole entry, looked up): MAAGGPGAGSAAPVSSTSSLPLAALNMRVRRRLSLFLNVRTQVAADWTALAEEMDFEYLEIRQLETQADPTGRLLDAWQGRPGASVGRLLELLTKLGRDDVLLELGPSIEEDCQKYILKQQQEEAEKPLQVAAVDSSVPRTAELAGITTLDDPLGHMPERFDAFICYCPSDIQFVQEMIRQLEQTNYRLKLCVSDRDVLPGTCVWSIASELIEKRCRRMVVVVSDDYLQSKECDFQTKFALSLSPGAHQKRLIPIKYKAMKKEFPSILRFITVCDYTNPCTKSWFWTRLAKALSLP
Redox H2O2 prof: compounds producing H2O2 with reducing agent – biochemical, NIH compound library profiling, artefact control for MLSCN library redox annotation, primary screen; DTT-dependent redox cycling H2O2, phenol red/HRP absorbance; 100% = 100 µM peroxide control, 0% = buffer; activation, % at 10 µM; hit rate 0.03% among 200,000;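 active = activation of at least 50% relative to the plate's high and low controls in the primary single-dose screen; inactive = activation below 50%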;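 note: compound incubated with DTT at 0.8 mM final as the reducing agent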
SRC2 TRFRET art: counter-screen for PPARgamma SRC-2 recruitment agonists: TR-FRET artefact. hits give high values. TR-FRET ratio at 8 µM. hit rate 0.4% among 200,000. AID 1049; in the data active = TR-FRET ratio above about 2000; note: inactives centre near 1500
Starred values were filed as active, the others as inactive; . = no result given. No enrichment for hits. About 11% of those tested had a hit in this group.

SMILES	Lmaj promast	PPARg SRC1 recr	bIAP activator	PPARg SRC-3 ag	PPARg SRC-2 ag	bIAP inh	ROMK mod	S1P3 antagonist	TLR4 MyD88 comp	Redox H2O2 prof	SRC2 TRFRET art
CC(=O)c1c(C)[nH]c(C(=O)N2c3ccccc3CC2C)c1C (stereo not given)	-2	0	1.2	-3	3	-15	.	-1	2	-1.0	1631
CCNC(=O)Cn1cc(C#N)c2ccccc21	-2	1	0.8	0	1	19	0.19	.	6	0.3	1459
C=CCn1c(Cc2c[nH]c3ccccc23)nnc1SCC(=O)NCc1ccccc1	-8	-7	1	0	0	3	.	.	-6	2.6	1506
COCC(=O)NC(c1ccccc1)c1ccccc1	-7	1	0.9	-4	-6	5	-0.41	4	-5	1.0	1615
Cc1nc2c(C(=O)NCc3ccccc3)c[nH]n2c(=O)c1Cl	-7	-4	1	0	9	1	.	.	2	1.0	1507
C/C(=N\NS(=O)(=O)c1ccc([N+](=O)[O-])cc1)c1cccs1	-3	8	0.8	2	15	22	0.67	-14	1	2.5	1580
O=C(OCc1ccccc1)c1ccc2c(c1)-c1ccccc1C2=O	-6	-3	0.8	0	4	25	.	.	-16	1.8	1328
CCc1nnc(SCC(=O)NC2CCCC2)nc1CC	-4	3	0.9	0	10	10	-0.72	.	1	0.2	1555
CC1CN(CC(O)COCc2ccc3c(c2)OCO3)CC(C)O1 (stereo not given)	69*	2	1.1	-4	-2	-13	0.11	-31	3	-0.9	1723
O=C(NCCCN1CCOCC1)c1ccc([N+](=O)[O-])cc1[N+](=O)[O-]	58*	-6	0.9	3	9	13	1.6	7	1	-0.7	1599
COc1ccc(NC(=O)CCNS(=O)(=O)c2ccc3c(c2)c(=O)n(C)c(=O)n3C)cc1	-5	9	0.9	8	8	6	.	-8	0	2.1	1747
Cc1c(-c2ccccc2)oc2c(C(=O)OCC(=O)Nc3ccc(F)cc3)cccc2c1=O	-3	-1	1	-7	-4	0	.	-1	3	0.3	1577
CCSc1nc(N)c(C#N)c(-c2ccccc2Cl)c1C#N	12	-8	1	-7	-6	4	-0.82	.	-2	0.2	1460
COc1ccc(C(=O)NC(=S)Nc2ccc(Cc3ccncc3)cc2)cc1	8	10	0.9	-1	-1	5	.	-10	7	-0.5	1868
OCCC1CN(Cc2ccc(Oc3ncccn3)cc2)CCN1CCc1ccccc1 (stereo not given)	60*	-3	1.1	0	-1	-12	-0.58	-18	-1	-1.3	1390
COc1ccc(C2(O)CCN(Cc3nnnn3Cc3ccc(C)cc3)CC2)cc1	8	-3	1.2	10	-4	-24	.	-24	-2	-3.8	1444
CC(C(=O)N1CCCCC1)N1C(=O)c2ccccc2C1=O (stereo not given)	-5	4	1	-7	4	1	-0.024	.	-19	-1.3	1624
Cc1ccc(OCc2nnc(NC(=O)OCC(C)C)s2)cc1	-10	0	0.7	-7	3	26	.	.	-2	-0.9	1476
N#Cc1nc(-c2cccc(Cl)c2)oc1NCc1cccnc1	100*	5	1.1	10	-6	-9	-0.37	.	-20	0.0	1510
C/C(=N\Nc1nc(-c2cc(C)ccc2C)cs1)c1cc2c(ccc3ccccc32)oc1=O	-3	8	1	5	3	3	0.77	-21	0	1.3	1617
CCOC(=O)c1c(C)[nH]c(C)c1C(=O)COC(=O)c1cc2ccccc2cc1OC	64*	3	1	-1	-1	1	.	7	12	0.1	1411
CCC(C)[C@H](NC(=O)NCCCn1ccnc1)C(=O)OC (stereo not given in full)	52*	-2	1.3	1	-10	-31	1.8	-10	-7	0.2	1702
Cc1ccc(-c2nn(-c3ccccc3)cc2/C=N/NS(=O)(=O)c2ccccc2)cc1	5	9	0.9	7	5	10	1.6	.	-10	1.3	1649
Cc1c(NC(=O)c2cc(-n3cnnc3)ccc2Cl)cccc1-c1nc2ccccc2o1	-1	-4	1.2	7	-4	-17	.	-5	-8	2.7	1509
N#Cc1c(NC(=O)CSc2ncn(-c3ccccc3)n2)sc2c1CCCC2	-5	-1	0.9	3	7	12	-0.028	-1	-9	-0.7	1550
(more compounds)
SMILES	Lmaj promast	PPARg SRC1 recr	bIAP activator	PPARg SRC-3 ag	PPARg SRC-2 ag	bIAP inh	ROMK mod	S1P3 antagonist	TLR4 MyD88 comp	Redox H2O2 prof	SRC2 TRFRET art
CCOc1ccc(C(=O)NCC(=O)OCc2csc(-c3ccccc3)n2)cc1	-6	5	0.9	0	1	11	.	14	0	0.3	1632
CN1CCN(C(=O)/C(=C\c2cccc([N+](=O)[O-])c2)NC(=O)c2cccs2)CC1	-5	-1	0.9	2	-8	15	-0.029	-16	1	-0.5	1467
Cc1nnc(SCC(=O)NCc2ccc3c(c2)OCO3)[nH]c1=O	-8	-3	0.9	-1	-4	8	.	-10	-11	-2.3	1525
Cc1cccc(C2CC3(CC(C)(C)NC(=S)N3)Oc3cc(O)ccc32)c1 (stereo not given)	22	5	0.9	4	-1	14	0.38	-8	2	-0.7	1467
Cc1nc(N2CCCC2)c2ccsc2n1	6	-5	0.9	-2	-7	12	.	5	7	7.6	1457
Cc1cc2c(cc1C)C(=O)NC(C)(C)C2	0	0	1	-6	-6	-1	.	-45	4	2.2	1336
CCc1nc(Sc2nc(C)cc(C)n2)c2oc3ccccc3c2n1	3	-3	1	10	6	-4	.	-1	-14	3.5	1520
COC(=O)c1nc2n(n1)C(c1cccc(Cl)c1)C1=C(CCCC1=O)N2 (stereo not given)	2	5	0.7	11	-3	25	.	-29	-10	-1.5	1540
O=C(c1ccco1)N1CCN(C(=S)Nc2cccc([N+](=O)[O-])c2)CC1	0	-6	1	-1	-1	4	-0.9	-10	-5	-0.5	1404
O=C(Nc1ccc2[nH]c(=S)sc2c1)c1ccccc1	-4	-3	0.8	4	11	18	-0.046	-5	5	-0.4	1873
COc1cc(NC(=O)Nc2ccccc2OC)c(OC)cc1NC(=O)CN1CCCCC1	23	-4	0.9	2	-7	9	.	-1	0	4.1	1352
O=C(Nc1cccc(C(F)(F)F)c1)/C(=C/c1ccco1)NC(=O)c1cccs1	5	5	0.9	0	3	10	.	.	11	-3.7	1580
O=C(CN1CCCCCC1)Nc1ccccc1F	3	4	0.8	-8	0	16	.	.	-4	2.5	1409
CCCC(=O)Nc1c(C)n[nH]c1C	-3	9	1	2	-1	0	.	.	-18	0.3	1618
CCc1ccccc1NC(=O)CN(C)C(=O)Cn1ncc(Cl)c(Cl)c1=O	44	6	1	-6	3	0	.	1	21	0.2	1645
Cn1cnnc1Sc1ccc(C(=O)OCC(=O)NC2CC2)cc1[N+](=O)[O-]	-5	-8	1	-2	-7	0	-0.4	-15	6	-0.3	1434
O=C(NCCOc1nc(N2CCCCC2)nc(N2CCCCC2)n1)Nc1ccccc1	37	5	0.9	4	8	11	-0.057	-16	-7	-0.9	1437
COc1ccc(C(=O)CCC(C)(C)[N+](=O)[O-])cc1OC	-1	-3	1.1	2	-3	-6	1.1	1	4	-0.3	1512
Cc1cc(NC(=O)c2ccc(NC(=O)c3cccs3)cc2)no1	-1	7	0.9	1	3	11	.	32	-8	-2.4	1439
O=C(CCCl)Nc1cc(SCCO)cc([N+](=O)[O-])c1	12	0	0.9	-2	3	11	.	.	-5	-3.8	1537
COc1cc(C(=O)N/N=C/C2CC=CCC2)cc(OC)c1OC (stereo not given)	-8	-1	1.1	-3	0	-6	.	28	-6	0.5	1604
COc1ccc(NC(=S)NC(C)C(c2ccccc2)N2CCOCC2)cc1 (stereo not given)	1	4	0.8	5	7	16	-0.57	-18	-8	0.0	1366
CC(=O)OCC(OC(C)=O)C(OC(C)=O)C(OC(C)=O)C(=O)Nc1ccc(C)cc1 (stereo not given)	-7	1	1	0	8	-2	.	-11	-14	0.0	1600
O=C(O/N=C1\CCS(=O)(=O)c2sccc21)C1CC1	-4	-1	1	-6	2	-1	-0.98	-6	13	-0.2	1577
O=C(NC(Cc1ccccc1)C(=O)O)/C(=C\c1ccc(F)cc1)NC(=O)c1ccccc1 (stereo not given)	5	3	1	-6	-4	3	.	.	11	1.9	1317
Continuation:
SMILES	Lmaj promast	PPARg SRC1 recr	bIAP activator	PPARg SRC-3 ag	PPARg SRC-2 ag	bIAP inh	ROMK mod	S1P3 antagonist	TLR4 MyD88 comp	Redox H2O2 prof	SRC2 TRFRET art
Cc1cccc(OCCn2c(CCCO)nc3ccccc32)c1	13	5	1.2	11	1	-19	-2.8*	.	0	3.0	1463
Cc1cc(C)nc(N/N=C/C(Cl)=C/c2ccccc2)n1	32	8	0.8	4	3	17	.	.	-17	-12	1673
COc1ccc(N2CCN(S(=O)(=O)c3cc(C)ccc3OC)CC2)cc1	49	9	1.1	3	4	-9	-0.2	16	1	-0.9	1448
COc1ccc(OCC(=O)NNC(=O)C2CCCO2)cc1 (stereo not given)	23	5	1.2	4	3	-16	0.028	-14	-14	-0.4	1658
CCOc1ccccc1NC(=O)COC(=O)CN(C)S(=O)(=O)c1ccc(C)cc1	-1	-3	1.2	5	11	-18	0.56	-16	8	-0.1	1438
O=C(c1ccc(Cl)cc1)C1CCCN(C(=O)c2csnn2)C1 (stereo not given)	-2	7	1	2	1	3	.	-3	5	-1.1	1342
O=C(COc1ccc2ccccc2c1Br)Nn1cnnc1	-9	1	0.9	17	12	10	0.32	-13	-2	-0.5	1574
OCC1(Cc2ccccc2Cl)CCN(C/C=C/c2ccccc2)CC1	88*	3	1.1	4	-1	-14	-1.5	-18	-2	-0.5	1404
CCOc1ccccc1CNc1ccc(N2CCOCC2)c(C(=O)O)c1	-3	2	0.9	6	7	6	.	-7	3	0.0	1551
COc1ccc2c(c1)C(SCC(=O)NCCc1ccccc1)CC(C)(C)O2 (stereo not given)	26	-4	1.2	0	-3	-24	-2.3	-6	-2	0.4	1326
CCSc1nnc(Nc2ccccc2)s1	-7	10	0.8	1	0	21	-0.084	16	8	-0.2	1428
Cc1ccc2nc(N/N=C/c3ccccc3C#N)nc(-c3ccccc3)c2c1	62*	0	0.8	-1	11	16	.	.	-4	-3.4	1388
CCOC(=O)C1=C(C)NC2=C(C(=O)CCC2)C1c1ccc(O)c(OCC)c1 (stereo not given)	4	1	1	6	4	5	0.077	2	1	-0.5	1711
O=C(CC1(C(F)(F)F)OCCO1)Nc1ccc2c(c1)OCO2	-4	0	1	-2	1	-4	.	-1	14	3.3	1487
CS(=O)(=O)c1ccc2nc(NC(=O)CS(=O)(=O)Cc3ccccc3)sc2c1	-10	8	1.3	5	1	-32	0.0046	-24	-4	-1.2	1648
COc1ccc(/C=C2\SC(=N)N(c3ccc(F)cc3)C2=O)cc1OC	38	-1	1.2	3	-6	-21	.	-22	8	-1.7	1307
Cc1ccc(-c2cnc(NCc3cc4c(cc3[N+](=O)[O-])OCO4)n2C)cc1C	95*	2	1	-2	-5	3	.	-5	1	-0.2	1555
CC1(C)CC(=O)C(C=Nc2ccccc2)=C(O)C1	-7	7	0.9	4	3	6	0.32	39	9	3.1	1432

Filtered by structure: the compounds so far with a COOH group (2)
SMILES	Lmaj promast	PPARg SRC1 recr	bIAP activator	PPARg SRC-3 ag	PPARg SRC-2 ag	bIAP inh	ROMK mod	S1P3 antagonist	TLR4 MyD88 comp	Redox H2O2 prof	SRC2 TRFRET art
O=C(NC(Cc1ccccc1)C(=O)O)/C(=C\c1ccc(F)cc1)NC(=O)c1ccccc1 (stereo not given)	5	3	1	-6	-4	3	.	.	11	1.9	1317
CCOc1ccccc1CNc1ccc(N2CCOCC2)c(C(=O)O)c1	-3	2	0.9	6	7	6	.	-7	3	0.0	1551

Assay outcomes: PubChem, several laboratories
